Assay outcomes from PubChem.
IMPase inh: IMPase inhibition in cells; P97697; CHO-M1 cells, IP1 accumulation, HTRF TR-FRET ratio; 120,000 tested, under 10 active; inhibition (IP1 accumulation), % at 46.1 µM; AID 901; active = well fitted curve in the direction sought with a large enough effect in the signal ratio, not every such curve was filed as active; inconclusive = small, poorly fitted or top-dose-only effect, or a change in a side signal; inactive = no such curve, though single readings can be large or run the other way; the % refers to the signal ratio;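 also: cells stimulated with carbachol in lithium chloride buffer; plate controls were DMSO basal wells for no effect and reference inhibitor wells for full effect; higher means more IMPase inhibition seen as more IP1 and lower FRET ratio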
Target sequence (P97697 whole entry, looked up): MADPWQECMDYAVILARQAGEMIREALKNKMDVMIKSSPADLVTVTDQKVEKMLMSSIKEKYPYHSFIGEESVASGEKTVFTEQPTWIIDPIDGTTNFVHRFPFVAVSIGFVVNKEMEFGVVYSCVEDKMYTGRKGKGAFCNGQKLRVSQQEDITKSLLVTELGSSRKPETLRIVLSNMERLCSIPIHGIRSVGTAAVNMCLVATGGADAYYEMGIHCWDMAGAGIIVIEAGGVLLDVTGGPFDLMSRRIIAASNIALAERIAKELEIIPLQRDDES
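The IP-One HTRF competitive assay in carbachol-stimulated CHO-M1 cells quantifies cellular IP1. Compounds spanned up to 46 uM final, and activity is expressed as AC50 from concentration-response fits of the ratio and donor data.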
ALOX12 inhib: blocks human 12-lipoxygenase activity; purified 12-hLO, xylenol orange hydroperoxide absorbance; Potency, µM (series often up to 57.1 µM), for inactives: top-dose activity change, negative = inhibition, hits mostly inhibitors; 150,000 compounds, 0.12% hits; AID 1452; also: potency is read from the fitted curve at half-maximal effect; nearly all actives have a fitted effect of over 55% in size; many of its hits are not listed in these tables
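Xylenol orange chromogenic assay: hydroperoxide from 12hLO oxidises Fe(II), giving red-shifted Fe(III)-XO absorbance. Conditions: 150 nM enzyme, 40 uM arachidonic acid, 25 mM Hepes pH 7.0, 0.01% Triton X-100, 30 min, room temperature.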
15-hLO-2 inh: inhibitors of human 15-lipoxygenase 2 (ALOX15B). O15296. purified 15hLO-2, xylenol orange hydroperoxide absorbance. Potency, µM (titrated, usually from 57.1 µM), without a hit: at the top dose activity change, negative = inhibition, most hits filed as inhibitors. 110,000 compounds, 0.56% hits; also: potency is read from the fitted curve at half-maximal effect; nearly all actives have a fitted effect of over 60% in size; many of its hits are not listed in these tables
Target sequence (O15296 whole entry, looked up): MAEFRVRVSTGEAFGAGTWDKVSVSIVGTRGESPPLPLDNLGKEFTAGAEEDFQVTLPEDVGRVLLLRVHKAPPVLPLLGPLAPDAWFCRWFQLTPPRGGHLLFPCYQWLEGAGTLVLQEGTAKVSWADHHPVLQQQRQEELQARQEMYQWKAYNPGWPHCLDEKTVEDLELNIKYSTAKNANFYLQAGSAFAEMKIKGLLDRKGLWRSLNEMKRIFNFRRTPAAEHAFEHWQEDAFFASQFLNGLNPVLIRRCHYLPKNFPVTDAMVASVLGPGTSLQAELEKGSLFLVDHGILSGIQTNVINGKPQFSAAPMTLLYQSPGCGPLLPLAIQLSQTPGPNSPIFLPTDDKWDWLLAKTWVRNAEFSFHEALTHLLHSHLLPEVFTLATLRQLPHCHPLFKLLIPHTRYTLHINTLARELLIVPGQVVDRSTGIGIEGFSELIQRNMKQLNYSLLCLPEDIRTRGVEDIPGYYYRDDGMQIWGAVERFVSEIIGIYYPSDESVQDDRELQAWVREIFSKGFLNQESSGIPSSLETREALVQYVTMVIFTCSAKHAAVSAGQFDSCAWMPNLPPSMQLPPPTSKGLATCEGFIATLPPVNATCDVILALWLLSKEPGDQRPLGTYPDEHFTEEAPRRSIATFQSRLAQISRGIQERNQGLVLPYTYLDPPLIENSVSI
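Purified human 15hLO-2 (50 nM) preincubated 15 min with compound, then 45 uM arachidonic acid for 90 min at RT in 25 mM Hepes pH 7.5, 0.01% Triton X-100. Hydroperoxide detected by Fe-xylenol orange; 573/405 nm absorbance ratio.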
PNC inhibitor: inhibitors of perinucleolar compartment assembly; 140,000 compounds, 3.1% hits; AID 2417; PC3M PTB-GFP, PNC prevalence imaging, 16 h; stronger effect = lower value; activity change (PNC), negative = inhibition, % at 10 µM;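 active = readout at or below -70, meaning at least 70% loss of cells showing the perinucleolar compartment, a nuclear body marking cancer cells; inconclusive = readout between -30 and a set limit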;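 also: plate controls were DMSO wells for no effect and camptothecin positive control wells for full effect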
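Compounds are pinned in duplicate onto adhered PC3M cells stably expressing GFP-tagged PTB and incubated 16 h at 37 C. Cells are then fixed, nuclei stained with Hoechst, and PNC-positive cells counted.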
* = called active by the depositor; ? = inconclusive; / = no result given; [ ] = remark or other dose. Unless noted, calls follow the shape of the dose curve; as a rule, active = well fitted curve in the direction sought with a large enough effect; inconclusive = small, poorly fitted or top-dose-only effect, or another doubt; inactive = no such curve, though single readings can be large; an effect the other way counts as inactive or inconclusive. Unless noted, % is scaled to controls: 0 for no effect and ±100 for the full control effect.

IMPase inh | ALOX12 inhib | 15-hLO-2 inh | PNC inhibitor | molecule
5 | -1% | 6% | 7 | O=C(c1ccccc1S(=O)(=O)NCc1ccccc1)N1CCCCC1
6 | -1% | 8% | 26 | CSCCC(NS(=O)(=O)c1ccc(Cl)cc1)C(=O)OCC(=O)N1CCOCC1 (stereo unspecified)
-13 | 3% | 7% | 8 | CCNC(=O)C1CCN(S(=O)(=O)c2ccc(F)cc2)CC1
/ | 0% | / | -3 | O=C(c1ccc(S(=O)(=O)c2cccc(Cl)c2)c([N+](=O)[O-])c1)N1CCN(Cc2ccccc2)CC1
-4 | 8% | / | ? | O=C(CNC(=O)Cc1ccccc1)NCC(=O)OCC(=O)c1ccc(Cl)cc1
9 | -5% | -3% | 14 | O=C(NC1CCCCCC1)C1CCCN(S(=O)(=O)c2cccs2)C1 (stereo unspecified)
1 | -1% | -3% | 5 | Cc1ccccc1Nc1nnc(C)c(=O)n1N
2 | -22% | 7% | -24 | COc1ccc(C2CC(c3ccccc3)=NN2C(=O)c2cccs2)cc1 (stereo unspecified)
7 | 3% | / | ? | c1ccc2c(CCNc3ncnc4nc[nH]c34)cccc2c1
-13 | 0% | 3% | ? | CC(=O)c1cc2c(cc1NC(=O)CSc1nnc(C)s1)OCO2
2 | -21% | -14% | -8 | Fc1ccc(-c2nc3nc4ccccc4nc3n2Cc2ccco2)cc1
-8 | 2% | / | -7 | Cc1ccc(NC(=O)C(=O)c2cn(CC(=O)N3CCCCC3)c3ccccc23)cc1
6 | 0% | / | -28 | CCOC(=O)N1CCN(CCC(=O)Nc2ccc(OC(F)(F)F)cc2)CC1
3 | 0% | 0% | -3 | O=C(Cc1ncc(C(F)(F)F)cc1Cl)N1CCN(c2ccc(F)cc2)CC1
/ | 2% | -7% | / | O=C(c1ccncc1)N1CCC[C@@]2(CCN(Cc3ccncc3)C2)C1
2 | 1% | / | 88 | CCc1nc2ccccc2c(C(=O)OCC(=O)Nc2cccc(S(=O)(=O)N3CCOCC3)c2)c1C
10 | 1% | / | -13 | Cn1c(=O)cc(OCCCC(=O)N2CCCCC2)c2ccccc21
4 | -4% | 5% | -27 | Cn1c(=O)oc2cc(S(=O)(=O)N3CCc4ccccc4C3)ccc21
2 | 0% | -3% | 17 | COC(=O)c1c(NC(=O)c2ccc(C)c(S(=O)(=O)Nc3ccccc3C)c2)sc2c1CCCC2
16 | -1% | / | 12 | COc1ccc(C2c3c(ncn(Cc4ccco4)c3=N)Oc3ccc4ccccc4c32)cc1 (stereo unspecified)
3 | -19% | 19% | -109* | O=C(c1cn(-c2ccccc2)nc1-c1cccs1)N1CCN(c2ccc(F)cc2)CC1
-1 | 5% | 18% | 7 | Cc1ccccc1NC(=O)NCCCN1CCN(c2ccccc2)CC1
/ | 0% | / | 108 | COc1cc(/C=C(\C#N)C(=O)Nc2cccnc2)ccc1OC(C)C
12 | ? | / | ? | Cc1ccc(C(=O)NC(=S)/C=C2\N(C)c3ccccc3C2(C)C)cc1
7 | -13% | -11% | 26 | O=C(Nc1ccc(Cl)cc1)N(Cc1cccs1)Cc1cccs1
-2 | -1% | / | 7 | O=C(CN1CCOCC1)Nc1ccccc1Sc1ccccc1
1 | -7% | -10% | ? | O=C(N/N=C/c1cccs1)C1CC(=O)N(c2ccccc2)C1 (stereo unspecified)
4 | 3% | / | 19 | Cc1ccc(C(=O)N/N=C/c2ccc(-c3ccccc3[N+](=O)[O-])o2)cn1
5 | -2% | 4% | -7 | CC1=C(C)CC2C(=O)N(Cc3ccccc3)C(=O)C2C1 (stereo unspecified)
15 | 1% | 16% | 14 | CCC(=O)Nc1nc2ccccc2n1Cc1ccc(C)cc1
-16 | -3% | / | 3 | CN1C(=O)[C@@H]2[C@@H]3C[C@@H]([C@H]4ON=C(c5ccc(Cl)cc5Cl)[C@@H]34)[C@@H]2C1=O
4 | 2% | 35%[activator] | -11 | CCc1cc2c(=O)c(-c3nc4ccccc4n3C)c(C)oc2c(CN(CC)CC)c1O
11 | 1% | 10% | 30 | COC(=O)Nc1ccc2c(c1)N(C(=O)CCN1CCN3CCCC3C1)c1ccccc1CC2 (stereo unspecified)
-13 | -2% | 1% | -11 | CC1CCCCN1CCNC(=O)C1CCN(S(=O)(=O)c2cccc3cccnc23)CC1 (stereo unspecified)
7 | -9% | 25% | -81* | CCOC(=O)C1CCN(CC(O)COc2ccc(C(C)(C)CC)cc2)CC1 (stereo unspecified)
-6 | 0% | -2% | ? | CCOc1cc(C(N)=O)cc(OCC)c1OCC
8 | 6% | / | 32 | Cc1ccc2c(c1)[C@@H]1CN(C)CC[C@@H]1N2S(=O)(=O)c1ccc([N+](=O)[O-])cc1
4 | 0% | -6% | ? | O=C(c1cccc(F)c1)N1C2C=CC(C2)C1(C(F)(F)F)C(F)(F)F (stereo unspecified)
/ | -3% | / | 26 | O=C(COc1ccc(Cl)cc1Cl)NN=C1CCCCC1
/ | -5% | / | 20 | O=C(/C=C/c1ccccc1)NC(NC(=S)Nc1ccc(C(=O)O)cc1)C(Cl)(Cl)Cl (stereo unspecified)
5 | 3% | / | 66 | CS(=O)(=O)N(CC(=O)N1CCCCC1)c1ccc(Cl)c(C(F)(F)F)c1
1 | ? | ? | 12 | Fc1ccc(/C=N/n2c(-c3cccs3)n[nH]c2=S)cc1
2 | -20% | 13% | 20 | Cc1ccc2c(c1)c(C)c(C)n2CC(O)Cn1nc(C)c(Br)c1C (stereo unspecified)
7 | -4% | 0% | -15 | CCCN1/C(=C(/C#N)C2=NS(=O)(=O)c3ccccc32)N(C)c2ccccc21
-8 | -4% | -10% | 13 | Cc1nc(NS(=O)(=O)c2ccccc2C)c2c3c(sc2n1)CCC3
3 | -7% | 0% | 23 | CCCCCCSc1nsc(N)n1
/ | 15% | -3% | / | Cc1noc(C)c1-c1cc(Nc2ccc(F)cc2)ncn1
-10 | -2% | 1% | -2 | Cc1oc2c(C)c3oc(=O)c4c(c3cc2c1C)CCC4
4 | -2% | -15% | 33 | O=C1Nc2ccc(F)cc2C12Nc1ccccc1-c1nnc(SCc3ccccc3)nc1O2 (stereo unspecified)
-12 | -2% | 2% | ? | CC(C)OC(=O)CSc1ncnc2c1cnn2Cc1ccccc1

More records follow.
IMPase inh | ALOX12 inhib | 15-hLO-2 inh | PNC inhibitor | molecule
-3 | 2% | -4% | 44 | Cc1cccc(-c2noc(CCCC(=O)N3CCOCC3)n2)c1
11 | 0% | 2% | ? | COc1ccc(NC(=O)c2ccccc2C)c(OC)c1
12 | 1% | -7% | -28 | CC(C)(C)n1nc2c(c1NC(=O)Cc1cccs1)CSC2
/ | 0% | / | 2 | Cc1cccc(N2CCN(C(=O)/C=C/c3cccs3)CC2)c1C
/ | 1% | / | -19 | Cc1ccc(S(=O)(=O)CCC(=O)Nc2cccc(C)c2)cc1
-2 | -1% | / | ? | O=C(CN1C(=O)C2C3CCC(C3)C2C1=O)Oc1ccc2ccccc2c1 (stereo unspecified)
/ | -1% | / | 25 | O=[N+]([O-])c1ccc2c(c1)OCCOCCOCCOCCOCCOCCO2
3 | -2% | 3% | -16 | COc1cc(OC)nc(Oc2ccccc2C(=O)Oc2ccc(F)cc2Cl)n1
-1 | 4% | ? | 50 | CCCSC1=C(C#N)C(c2ccccc2C)CC(=O)N1 (stereo unspecified)
-8 | -2% | / | -25 | CC(C)c1ccc(NC(=O)COC(=O)CSc2nnc(N)s2)cc1
6 | -21% | 0% | 16 | Cc1ccc(NC(=O)CNc2ccc(OC(C)C)cc2)cc1
/ | -1% | / | 43 | COC(=O)c1ccc(NC(=S)NC2CC(C)(C)NC(C)(C)C2)cc1
6 | 3% | / | -8 | COC(=O)c1c(-c2ccc(C)cc2)csc1NC(=S)NC(=O)c1cc(OC)cc(OC)c1
/ | 0% | / | 25 | CC(=O)N1C(O)CC(C)N1c1ccccc1 (stereo unspecified)
3 | -8% | 0% | 16 | CC(C)C1Oc2ccccc2N(CC(=O)N(Cc2ccccn2)CC2CCCO2)C1=O (stereo unspecified)
1 | 8% | 8% | 8 | Cn1c(=O)c2c(nc(CN3CCN(CCO)CC3)n2Cc2cccc3ccccc23)n(C)c1=O
? | -3% | 0% | -9 | CCOC(=O)N1CCN(S(=O)(=O)c2cc(OCC)ccc2OCC)CC1
/ | 0% | / | -3 | Cc1ccc(N2C(=O)C(NC(=O)c3ccccc3F)(C(F)(F)F)C3=C2CC(C)(C)CC3=O)cc1 (stereo unspecified)
-1 | -1% | / | ? | CSc1nc2ccc(NC(=O)c3cc4ccccc4o3)cc2s1
/ | 2% | / | -5 | CCOc1ccc(C(=O)Nc2ccc(-c3cc4ccccc4oc3=O)c(C)c2)cc1[N+](=O)[O-]
/ | -3% | / | 7 | COc1ccc(C(=O)NC2CCN(C(=S)Nc3ccc(C)c(C)c3)CC2)cc1
-1 | -3% | 0% | 4 | CC(C)OCCCNS(=O)(=O)c1ccc2ccccc2c1
-2 | -2% | -8% | 44 | Nc1c(Cl)ncnc1N1CCOCC1
-2 | 0% | -1% | -2 | O=C(c1ccc(F)cc1)C1CCN(C(=O)Nc2ccc(F)cc2)CC1
/ | 2% | / | 48 | Cc1ccc(S(=O)(=O)/C(C#N)=C/c2c(Oc3ccc(Cl)cc3)nc3c(C)cccn3c2=O)cc1
0 | 6% | 5% | 35 | S=c1nc(-c2ccc(Br)cc2)oc2c1CCCC2
-3 | 2% | 4% | -8 | CCN1CCN(Cc2ccc(NC(=O)Nc3cccs3)cc2)CC1
/ | -4% | / | 14 | Cc1ccc(NC(=O)C(=O)NCCOc2ccc(Cl)cc2)c(C)c1
11 | -25% | -12% | -6 | Cc1ccc(C)c(C(=O)CSc2n[nH]c(C)n2)c1
2 | 3% | 7% | -8 | C=CCC(C#Cc1ccccc1)[N+](C)(C)CC=C (stereo unspecified)

Some entries already given, showing only PNC inhibitor:
compound	PNC inhibitor
Fc1ccc(/C=N/n2c(-c3cccs3)n[nH]c2=S)cc1	12
Cc1ccc(C(=O)N/N=C/c2ccc(-c3ccccc3[N+](=O)[O-])o2)cn1	19

An excerpt from above in order of the ALOX12 inhib value, rising.
mol,IMPase inh,ALOX12 inhib,15-hLO-2 inh,PNC inhibitor
CC(C)OCCCNS(=O)(=O)c1ccc2ccccc2c1,-1,-3%,0%,4
Nc1c(Cl)ncnc1N1CCOCC1,-2,-2%,-8%,44
O=C(c1ccc(F)cc1)C1CCN(C(=O)Nc2ccc(F)cc2)CC1,-2,0%,-1%,-2

Additional compounds.
IMPase inh | ALOX12 inhib | 15-hLO-2 inh | PNC inhibitor | molecule
1 | -3% | / | 25 | CCOC(=O)C1(C)C=C(Nc2ccc(OC)cc2)C(=O)N1c1ccc(OC)cc1 (stereo unspecified)
0 | -2% | -6% | -2 | Cc1cccc(-n2c(N)cc(=O)nc2SC(C)C(=O)NC2CCCCC2)c1 (stereo unspecified)
3 | -3% | / | 48 | Cc1nc(N2CCN(C)CC2)c2sc(=S)n(-c3ccccc3)c2n1
/ | -6% | / | -86* | O=[N+]([O-])c1ccccc1OCCOCCOc1cccc2cccnc12
/ | -7% | / | 7 | Cc1ccc2c(c1)C(c1ccccc1)N(C(=O)c1ccc(S(=O)(=O)N3CCOCC3)cc1)CC(=O)N2 (stereo unspecified)
3 | 0% | -6% | 69 | CCCCNC(=O)CC1N=C2c3ccccc3N=C(SCC(=O)Nc3cccc(C)c3)N2C1=O (stereo unspecified)
/ | 4% | / | -11 | CCCCCOCC1CC(C/C(C)=N/NC(N)=S)C(=O)O1 (stereo unspecified)
-4 | -13% | -14% | -18 | N#CC(C(=O)Nc1ccc(Cl)c(Cl)c1)=C1Nc2ccccc2N1
-6 | -10% | -1% | -5 | Cc1nn(C)cc1CNC(=O)c1cnn2c1NC(c1ccc(Br)cc1)CC2C(F)(F)F (stereo unspecified)
-5 | 2% | -2% | ? | Cc1ccc2c(C)nc(Nc3nc(CSc4nnnn4-c4ccccc4)cc(=O)[nH]3)nc2c1

Random draw from the library; any-hit rate near 3.1%.
